# SUMO1-SIM PPI = modulators of human SUMO1-mediated protein-protein interactions | P63165 | SUMO1 binding to a labelled peptide, TR-FRET, 1 h | inhibition, % at 20 µM | 360,000 tested, 0.33% active; in the data active = inhibition above about 37%
# Target sequence (P63165 whole entry, looked up): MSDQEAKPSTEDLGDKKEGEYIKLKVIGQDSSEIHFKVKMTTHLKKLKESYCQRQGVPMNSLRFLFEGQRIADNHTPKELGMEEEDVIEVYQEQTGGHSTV
# Neddylation inh = cullin neddylation inhibition | P61081+Q13564 | TR-FRET cullin neddylation, biochemical | calls only at 25 µM | 360,000 tested, 0.58% active | AID 651699; in the data active = inhibition above about 36%
# Target sequence (P61081 whole entry, looked up): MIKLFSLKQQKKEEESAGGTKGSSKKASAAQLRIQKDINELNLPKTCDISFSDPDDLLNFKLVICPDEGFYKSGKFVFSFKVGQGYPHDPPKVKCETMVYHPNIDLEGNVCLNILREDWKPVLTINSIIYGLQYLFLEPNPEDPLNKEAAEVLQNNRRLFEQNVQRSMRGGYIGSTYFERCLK
# Target sequence (Q13564 whole entry, looked up): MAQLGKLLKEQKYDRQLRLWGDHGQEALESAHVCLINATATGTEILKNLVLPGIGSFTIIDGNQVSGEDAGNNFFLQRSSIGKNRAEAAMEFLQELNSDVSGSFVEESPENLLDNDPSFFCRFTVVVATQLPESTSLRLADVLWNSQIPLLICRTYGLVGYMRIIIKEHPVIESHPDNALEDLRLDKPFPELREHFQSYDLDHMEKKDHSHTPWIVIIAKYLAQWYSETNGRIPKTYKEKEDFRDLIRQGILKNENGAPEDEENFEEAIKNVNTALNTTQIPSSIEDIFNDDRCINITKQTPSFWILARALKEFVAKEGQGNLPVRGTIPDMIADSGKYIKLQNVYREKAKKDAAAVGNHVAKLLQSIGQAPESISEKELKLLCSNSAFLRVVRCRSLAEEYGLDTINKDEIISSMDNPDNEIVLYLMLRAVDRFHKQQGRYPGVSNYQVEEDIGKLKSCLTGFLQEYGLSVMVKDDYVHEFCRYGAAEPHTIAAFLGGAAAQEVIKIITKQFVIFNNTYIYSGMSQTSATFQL
# DNMT1 inh = blocks human DNA methyltransferase DNMT1; 360,000 tested, 0.83% active; DNMT1 molecular beacon, Hinp1I cleavage, fluorescence; AID 588458; P26358; inhibition (reported as % activation of signal), % at 10 µM; in the data active = inhibition above about 50%
# STEP inh = blocks human striatal-enriched tyrosine phosphatase; inhibition, % at 20 µM; recombinant STEP, OMFP fluorogenic substrate, fluorescence; 360,000 tested, 0.25% active; P54829; AID 588621;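 active = inhibition at 20 µM, scaled per plate between control wells, above about 37%, limit read from the data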;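 note: 0% = DMSO with enzyme and substrate and 100% = substrate only without enzyme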
#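 Material: STEP (striatal-enriched tyrosine phosphatase) enzyme, cell-free | Medium: 50 mM Bis-Tris pH 6.0 with 2.5 mM DTT and 0.005% Tween 20 | Read-out: Percent inhibition scaled to no-enzyme and uninhibited-enzyme controls, plate-pattern corrected | Signal: Fluorescence read at 480 nm ex / 540 nm em | Times: 20 min reaction, room temperature, in the dark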
# TbMetRS inhib = blocks T. brucei methionyl-tRNA synthetase activity; inhibition, % at 11.9 µM; 360,000 tested, 0.4% active; purified T. brucei MetRS, ATP depletion, Kinase-Glo luminescence;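 active = inhibition above a per-plate cutoff of the control wells' mean inhibition plus 3 SD, cut at about 5.5% in these data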;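 note: 0% = DMSO wells median and 100% = median of wells with control inhibitor compound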
#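 Material – parasite MetRS enzyme · Medium – HEPES-MgCl2-KCl buffer plus DTT, spermine, BSA, pyrophosphatase · Reagent – ATP, methionine and E. coli bulk tRNA substrates · Times – 15 min enzyme-compound preincubation, 2 h reaction, 10 min detection, 25 °C · Measured by – luminescence of leftover ATP · Evaluation – percent inhibition relative to median high and low control wells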
# NadD inh = inhibitors of Staphylococcus aureus NadD; purified NadD enzyme, colorimetric absorbance read-out; inhibition, % at 20 µM; 360,000 tested, 0.78% active; in the data active = inhibition above about 26%; note: some compounds past the cut are filed as inactive
# SKN-1 inh = blocks SKN-1 activity in C. elegans | C. elegans VP596 Pgst-4::GFP/RFP ratio, acrylamide-induced, 24 h | inhibition, % at 21.8 µM | 360,000 tested, 0.49% active | AID 624304;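 active = interference check ratio from 0.5 to 1.5 plus GFP to RFP signal ratio inhibition reaching or exceeding a fixed threshold, cut at about 30% in these data, passing the limit was not always enough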; note: some compounds called inactive have numbers as strong as hits
# LMPTP block = blocks human LMPTP phosphatase; inhibition, % at 20 µM; AID 651560; recombinant LMPTP-A, OMFP fluorogenic substrate, fluorescence intensity; 360,000 tested, 0.22% active;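 active = compounds that cut the enzyme signal by at least half of the control window in the single-dose screen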;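 note: plate controls were DMSO wells with enzyme plus substrate for no effect and substrate without enzyme for full effect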
# Target sequence (P24666 whole entry, looked up): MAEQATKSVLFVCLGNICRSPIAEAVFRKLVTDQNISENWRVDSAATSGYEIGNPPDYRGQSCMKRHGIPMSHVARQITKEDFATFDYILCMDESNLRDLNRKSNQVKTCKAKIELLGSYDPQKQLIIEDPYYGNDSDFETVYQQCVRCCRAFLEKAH
#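 Material: LMPTP-A; amount: 0.625 nM enzyme; doses: single 20 µM dose; times: reaction 50 min, room temperature, dark; technique: fluorescence intensity of OMFP turnover product; benchmarks: no-enzyme and uninhibited controls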
# Scp-1 inhibitor = Scp-1 (human) phosphatase inhibition. 340,000 tested, 0.88% active. Q9GZU7. inhibition, % at 20 µM. Recombinant Scp1, phosphopeptide, malachite green phosphate absorbance;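 active = inhibition above about 50% at 20 µM, limit read from the data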;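 note: plate controls were DMSO wells with enzyme for no effect and wells lacking enzyme for full effect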
#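 assay system = SCP-1 phosphatase catalytic domain, residues 76-261 | buffer or medium = 50 mM Tris acetate pH 5.5, 0.005% Tween-20, 10 mM MgCl2 | incubation = enzyme reaction 45 min at room temperature, colour 5 min, stabilisation 30 min | signal = Phosphate-binding colour reagent, absorbance read at 630 nm | measure = % inhibition at 20 µM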
# NRP1-CendR mod = modulators of CendR peptide binding to human neuropilin-1. O14786. FAM-RPARPAR peptide binding to NRP-1, fluorescence polarization. inhibition, % at 25 µM. 360,000 tested, 0.85% active;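 active = inhibition or corrected inhibition above about 18%, plus a signal ratio from 0.5 to 1.5, limit read from the data, passing the limit was not always enough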; note: strong numbers were not always called active
# Active calls of the source: *; i = inactive; / = no result given.
SMILES,SUMO1-SIM PPI,Neddylation inh,DNMT1 inh,STEP inh,TbMetRS inhib,NadD inh,SKN-1 inh,LMPTP block,Scp-1 inhibitor,NRP1-CendR mod
Cc1cccc(N2CCN(C(=O)CN3C(=O)C4CC=CCC4C3=O)CC2)c1C (stereo unspecified),5,i,-1,-2,-1.0,-7,16,0.6,-4,2
O=C(CNCc1cccc2ccccc12)Nc1ccccc1[N+](=O)[O-],-18,i,4,-2,-1.9,-4,-3,-1.0,6,8
COc1ccc(/C=C(\C#N)C(=O)Nc2cccc3ncccc23)cc1OC,-12,i,-8,-2,0.1,0,4,9.9,-2,0
CCc1ccc2c(c1)C(c1ccc([N+](=O)[O-])cc1)=NNC(c1ccc(C)cc1)=N2,-18,i,14,1,-0.2,1,-4,1.1,0,-8
C=CCn1c(SCc2nc(N)nc(N3CCCCC3)n2)nnc1-c1ccco1,9,i,-4,0,-0.3,6,4,-0.9,-2,4
O=C(COC(=O)c1ccccc1NCCO)NCc1cccs1,-1,/,-2,1,-0.2,0,6,-2.1,-1,7
O=C(Oc1c(-c2ccco2)oc2ccccc2c1=O)c1cccnc1,-9,i,5,-2,0.2,2,10,-0.3,0,0
CN(C)c1nc(NCc2ccccc2)nc(N/N=C/c2ccc3c(c2)OCO3)n1,-2,i,0,0,-0.7,8,6,3.8,-7,-4
CC(C)CC(NC(N)=O)C(=O)Nc1cccc([N+](=O)[O-])c1 (stereo unspecified),1,i,-2,-2,0.0,-3,19,-0.1,-3,7
Cc1cc(NC(=O)C2C3C(=O)N(Cc4ccc(Cl)cc4)C(C(=O)NCc4ccccc4)C34C=CC2(C)O4)no1 (stereo unspecified),0,i,0,2,-0.9,-5,-6,-2.1,-3,-4
Cc1ccc(OCC(=O)NCc2ccccn2)c(Br)c1,-1,i,-8,0,0.2,-4,-22,-1.0,3,4
Cc1ccn2cc(CNS(=O)(=O)c3ccc4c(c3)OCCO4)nc2c1,1,i,2,5,0.1,5,0,-2.3,-5,-8
Fc1ccc(NC(=S)NN=C2CCCCCC2)cc1,-5,i,0,3,-0.3,1,2,-0.1,-10,1
Cc1ccn2c(Nc3ccccc3C)c(-c3ccccn3)nc2c1,-6,i,-1,3,-0.9,-3,-3,3.7,-22,-10
COc1ccc(/C=N/Nc2nnc(C)n2N)cc1OC(C)=O,-12,i,-5,-1,-0.2,-10,4,0.1,-12,1
CC(C)CN1CCC1(C)C(=O)Nc1ccc(OC(F)F)cc1 (stereo unspecified),-2,i,4,-2,-0.3,0,4,0.0,/,-9
Cc1cc(N2CCC(C(=O)N3CCN(c4cccc(C)c4C)CC3)CC2)n2ncnc2n1,1,i,-3,2,-0.3,1,3,-1.2,-2,-8
Cc1cc(NC(=O)Cn2c(=O)c3c(ncn3CC(C)C)n(Cc3ccccc3)c2=O)no1,8,i,0,0,0.0,-2,6,-1.1,2,17
O=C(C1CCC(CNS(=O)(=O)c2ccccc2)CC1)N1CCOCC1 (stereo unspecified),2,i,-1,-3,-1.1,-3,6,-1.0,-8,11
C/C(=N\Nc1nncc2ccccc12)c1cccc(OC(F)F)c1,-3,i,0,0,-0.8,-3,18,2.5,2,9
O=C(NCc1ccccn1)c1ccc(Cl)c(NC2=NC3CS(=O)(=O)CC3S2)c1 (stereo unspecified),0,i,0,-1,0.0,-1,-7,-2.0,-11,6
Cc1ccc([N+](=O)[O-])cc1S(=O)(=O)N1CCC(C)CC1,-22,i,0,1,-0.5,-7,-1,-0.3,-5,12
Cc1ccccc1NC(=O)NCCN1C(=O)C2C3C=CC(C3)C2C1=O (stereo unspecified),1,i,5,-4,-0.3,-1,0,-0.3,3,-23
Cc1cc(C(=O)NCC(=O)OCC(=O)N(C2CCCCC2)C2CCCCC2)ccc1[N+](=O)[O-],-17,i,-5,-1,0.4,-3,-15,1.9,-4,-2
Cc1ccc(C)c(S(=O)(=O)N2CCN(CC(=O)Nc3ccc([N+](=O)[O-])cc3)CC2)c1,-10,i,2,1,-0.2,-1,9,-0.2,4,8
COc1ccccc1NC(=O)COC(=O)COc1ccccc1F,2,i,2,-1,-0.4,-3,-5,-1.8,-6,-1
CC(CC(=O)O)CC(=O)N1CCN(S(=O)(=O)c2cccs2)CC1 (stereo unspecified),6,i,0,0,-0.4,-2,-6,-1.0,1,4
COc1ccc(S(=O)(=O)NCCc2ccccn2)cc1,8,i,0,-5,-0.1,2,-3,-0.7,-2,9
COc1cccc(NC(=O)COC(=O)c2nc3nccc(C)n3n2)c1,-4,i,-5,-2,-0.7,0,14,0.0,-2,6
O=C(/C=C/c1ccccc1Cl)OCC(=O)N1CCCC1,-22,i,0,0,-0.3,1,-11,-0.2,-7,11
CCOC(=O)C1Nc2ccccc2C2c3ccccc3CC12 (stereo unspecified),-22,i,7,-1,-0.3,-8,12,1.1,5,12
CCn1c(CSc2nc(C)cc(C)n2)nnc1SCC(=O)Nc1cccc2ccccc12,-10,i,1,-2,-0.4,-6,-3,0.1,-1,-6
Cn1c(SCC(=O)NC2CC2)nnc1-c1ccccc1Cl,4,i,1,0,0.0,-6,-3,-1.2,-7,0
CC(=O)c1c(C)[nH]c(C(=O)NC2CCCCC2)c1C,2,i,3,0,-0.5,2,5,-0.6,3,3
COc1ccc(OC)c(S(=O)(=O)Nc2cc(C)on2)c1,3,i,-1,-1,-0.1,-2,15,0.0,-8,-10
COc1cc(CNCc2cccc3ccccc23)cc(OC)c1,3,i,1,3,-0.9,-4,7,-0.4,-5,-16
Cc1ccccc1-c1nc(CS(=O)CC(=O)NCCN2CCN(Cc3ccccc3)CC2)c(C)o1 (stereo unspecified),2,i,9,-1,-0.3,-3,10,-1.4,0,-6
O=C(O)CC1(c2ccccc2)C(=O)c2ccccc2C1=O,5,i,0,1,-0.1,2,7,-1.0,-7,7
CCN(CC)CCCNC(=O)C1CCC(=O)N(c2ccc(OC)cc2)C1c1ccc(F)cc1 (stereo unspecified),-5,i,-2,-2,-0.3,7,-6,-0.5,2,10
O=[N+]([O-])c1ccccc1S(=O)(=O)Nc1ccc2c(c1)OCCO2,-9,i,1,0,-1.8,7,23,-0.1,-1,10
COc1ccc(NC(=O)N(C)C[C@H]2Oc3ccc(NC(=O)C4CC4)cc3C(=O)N([C@H](C)CO)C[C@@H]2C)cc1,7,i,3,-2,-1.4,0,-7,-0.6,68*,-8
COC(=O)c1ccccc1NC(=O)c1ccc2c(c1)CC(C)O2 (stereo unspecified),5,i,-2,-3,-0.2,-9,9,2.8,-18,15
Cn1cc([N+](=O)[O-])c(C(=O)Nc2nccs2)n1,-22,i,3,1,-1.1,0,0,-0.8,-1,0
Cc1c(CC(=O)O)c(=O)oc2c(C)c(OCc3c(F)cccc3Cl)ccc12,13,i,1,5,1.6,5,2,0.0,-23,14
CCCCOc1ccc(C(=O)OCC(=O)N2CCOCC2)cc1,3,i,-2,-3,-0.8,0,3,-1.6,8,0
COC(=O)N/N=C/c1cn(Cc2ccc(F)cc2)c2ccccc12,-5,i,0,1,-0.3,-6,3,3.0,-4,-1
COC(=O)C1=C(C)C(c2cccs2)NC(=O)N1C (stereo unspecified),-4,i,2,1,-1.2,7,13,-1.2,0,2
CCC(CC)COC(=O)C1=C(C)NC(=O)NC1c1cccc([N+](=O)[O-])c1 (stereo unspecified),-12,i,0,2,0.2,-2,10,3.5,-8,0

# 14 neighbouring entries already listed:
SMILES,SUMO1-SIM PPI,Neddylation inh,DNMT1 inh,STEP inh,TbMetRS inhib,NadD inh,SKN-1 inh,LMPTP block,Scp-1 inhibitor,NRP1-CendR mod
CCn1c(CSc2nc(C)cc(C)n2)nnc1SCC(=O)Nc1cccc2ccccc12,-10,i,1,-2,-0.4,-6,-3,0.1,-1,-6
Cn1c(SCC(=O)NC2CC2)nnc1-c1ccccc1Cl,4,i,1,0,0.0,-6,-3,-1.2,-7,0
CC(=O)c1c(C)[nH]c(C(=O)NC2CCCCC2)c1C,2,i,3,0,-0.5,2,5,-0.6,3,3
COc1ccc(OC)c(S(=O)(=O)Nc2cc(C)on2)c1,3,i,-1,-1,-0.1,-2,15,0.0,-8,-10
COc1cc(CNCc2cccc3ccccc23)cc(OC)c1,3,i,1,3,-0.9,-4,7,-0.4,-5,-16
Cc1ccccc1-c1nc(CS(=O)CC(=O)NCCN2CCN(Cc3ccccc3)CC2)c(C)o1 (stereo unspecified),2,i,9,-1,-0.3,-3,10,-1.4,0,-6
O=C(O)CC1(c2ccccc2)C(=O)c2ccccc2C1=O,5,i,0,1,-0.1,2,7,-1.0,-7,7
CCN(CC)CCCNC(=O)C1CCC(=O)N(c2ccc(OC)cc2)C1c1ccc(F)cc1 (stereo unspecified),-5,i,-2,-2,-0.3,7,-6,-0.5,2,10
O=[N+]([O-])c1ccccc1S(=O)(=O)Nc1ccc2c(c1)OCCO2,-9,i,1,0,-1.8,7,23,-0.1,-1,10
COc1ccc(NC(=O)N(C)C[C@H]2Oc3ccc(NC(=O)C4CC4)cc3C(=O)N([C@H](C)CO)C[C@@H]2C)cc1,7,i,3,-2,-1.4,0,-7,-0.6,68*,-8
COC(=O)c1ccccc1NC(=O)c1ccc2c(c1)CC(C)O2 (stereo unspecified),5,i,-2,-3,-0.2,-9,9,2.8,-18,15
Cn1cc([N+](=O)[O-])c(C(=O)Nc2nccs2)n1,-22,i,3,1,-1.1,0,0,-0.8,-1,0
Cc1c(CC(=O)O)c(=O)oc2c(C)c(OCc3c(F)cccc3Cl)ccc12,13,i,1,5,1.6,5,2,0.0,-23,14
CCCCOc1ccc(C(=O)OCC(=O)N2CCOCC2)cc1,3,i,-2,-3,-0.8,0,3,-1.6,8,0

# (further entries)
SMILES,SUMO1-SIM PPI,Neddylation inh,DNMT1 inh,STEP inh,TbMetRS inhib,NadD inh,SKN-1 inh,LMPTP block,Scp-1 inhibitor,NRP1-CendR mod
Cc1ccc(S(=O)(=O)NCCN2CCOCC2)cc1C,-2,i,-1,-2,-0.2,-1,-1,0.9,-11,9
CC1CCCCC1NC(=O)CSc1nnc(COc2ccc(Cl)cc2)o1 (stereo unspecified),4,i,-2,0,0.3,-6,18,0.8,-7,7
Cc1ccc(C2SCC(=O)N2Cc2cn3ccsc3n2)o1 (stereo unspecified),1,i,0,1,-0.6,5,-1,-1.1,-9,2
COC(=O)CCC/C=C1/SCC(NC(=O)c2ccccc2)C1=O (stereo unspecified),-1,i,-10,3,-0.5,11,2,-0.6,-14,-2

# Profiles from above. Values in the order: SUMO1-SIM PPI	Neddylation inh	DNMT1 inh	STEP inh	TbMetRS inhib	NadD inh	SKN-1 inh	LMPTP block	Scp-1 inhibitor	NRP1-CendR mod
# `CC1CCCCC1NC(=O)CSc1nnc(COc2ccc(Cl)cc2)o1` (stereo unspecified) is listed with 4	i	-2	0	0.3	-6	18	0.8	-7	7
# `COC(=O)CCC/C=C1/SCC(NC(=O)c2ccccc2)C1=O` (stereo unspecified) is listed with -1	i	-10	3	-0.5	11	2	-0.6	-14	-2
